HTT aggregate – reduces HttQ103-GFP aggregates in PC12 cells; PC12 HttQ103-GFP aggregates, Acumen cytometry, 40 h; Potency, µM (titrated, usually from 46.1 µM), for inactives: top-dose activity change, negative = inhibition, hits mostly inhibitors; 220,000 tested, 1.1% active; AID 1688; note: % is set by controls: 0 for no effect and ±100 for the full control effect; nearly all actives have a fitted effect of over 60% in size
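Aggregates are detected as GFP objects 1–25 µm with signal 6 STDEV over background in lysates of induced PC12 cells. These carry Huntingtin exon 1 with 103 glutamines fused to GFP under an ecdysone promoter; compounds titrated.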
GoLoco inh red – inhibitors of human Gai1-RGS12 GoLoco interaction (red fluorophore); 230,000 tested, 0.44% active; AID 880; Potency, µM (top dose mostly 61.6 µM), for inactives: at the top dose activity, negative = inhibition, most hits filed as inhibitors; P63096; Gai1:RGS12 GoLoco peptide FP, rhodamine, 10 min; active = well fitted inhibition curve with a large enough effect, not every such curve was filed as active; inactive = no such curve, though single readings can be large or run the other way; note: % is set by controls: 0 for no effect and ±100 for the full control effect; nearly all actives have a fitted effect of over 30% in size; many of its hits are not listed in these tables
Target sequence (P63096 whole entry, looked up): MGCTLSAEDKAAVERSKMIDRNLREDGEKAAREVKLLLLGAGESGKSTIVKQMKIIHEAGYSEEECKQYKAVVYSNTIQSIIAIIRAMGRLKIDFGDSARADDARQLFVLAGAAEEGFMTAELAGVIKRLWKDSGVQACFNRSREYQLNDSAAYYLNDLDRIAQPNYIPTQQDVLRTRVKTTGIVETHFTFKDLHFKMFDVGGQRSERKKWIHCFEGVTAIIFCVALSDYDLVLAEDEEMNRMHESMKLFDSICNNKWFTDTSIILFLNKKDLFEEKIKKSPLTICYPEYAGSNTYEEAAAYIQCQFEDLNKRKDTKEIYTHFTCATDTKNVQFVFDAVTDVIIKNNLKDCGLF
aGlu spleen mod – inhibits or activates alpha-glucosidase in human spleen homogenate | 240,000 tested, 0.006% active | Potency, µM (top dose mostly 79.9 µM), for the others: at the top dose activity change, negative = inhibition, usual class: inhibitors | human spleen homogenate, 4-MU-alpha-glucoside fluorescence | P10253;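 note: 0% = enzyme with vehicle and -100% = no enzyme basal signal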
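AC50 values come from Hill-equation fits of concentration-response data, normalized to no-enzyme and full-activity controls. Enzyme source: 1 ug human spleen homogenate; 1 mM fluorogenic 4-MU glucoside, pH 5.0 citrate buffer, 37 C, 40 min.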
GAA glycogen mod – alters human alpha-glucosidase cleavage of glycogen; recombinant GAA, glycogen substrate, Amplex Red glucose oxidase fluorescence; 300,000 tested, 0.38% active; P10253; Potency, µM (doses to about 76.4 µM), for the others: at the highest dose activity change, negative = inhibition, most hits filed as inhibitors;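 note: 0% = full enzyme reaction and -100% = no-enzyme basal signal; the screen sought inhibitors and activators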
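Recombinant human enzyme (4 nM); glycogen substrate; 37 C, 40 min, pH 5.0. Readout: coupled glucose oxidase/Amplex Red fluorescence.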
IMPase Li cell – cell-permeable IMPase inhibitors with lithium potentiation; Potency, µM (series often up to 59.4 µM), for inactives: at the top dose activity, negative = IMPase inhibition, most hits filed as inhibitors; 210,000 tested, 0.35% active; CHO-M1 cells, IP1 TR-FRET (IP-One), carbachol + lithium; AID 1457;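 note: IP1 builds up when IMPase is blocked and the TR-FRET signal falls; plate controls were basal vehicle for no effect and high inhibitor control for full effect; nearly all actives have a fitted effect of over 50% in size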
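CHO cells stably expressing M1 receptor (2000/well, cultured 16–30 h) treated 30 min at 37C with compound plus low lithium. Cytosolic IP1 by TR-FRET (665/620 ratio and 620 channel) after 10 min lysis; AC50 by Hill fit.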
HTT ATP protect – Huntington cell model cytoprotection by ATP luminescence. 230,000 tested, 0.14% active. PC12 HTT-Q103 induced, cytoprotection, ATP luminescence, 40 h. Potency, µM (top dose mostly 56.4 µM), for inactives: cytoprotection (ATP increase), usual class: activators;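 note: % of control where 0% means no effect; nearly all actives have a fitted effect of over 45% in size; toxic huntingtin expression switched on by the ecdysone agonist tebufenozide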
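Cells were plated at 1500 per well in phenol red-free DMEM with 5% equine and 5% calf serum. Tebufenozide (100 nM final) and compounds were added, then ATPlite reagent, and luminescence was read.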
GAA inh – blocks human lysosomal alpha-glucosidase | purified human GAA, 4-MU-alpha-glucoside fluorescence | Potency, µM (highest dose often 76.9 µM), without a hit: at the highest dose activity change, negative = inhibition, usual class: inhibitors | 200,000 tested, 0.005% active | AID 1466;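 note: plate controls were uninhibited enzyme wells for no effect and no-enzyme background for full effect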
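Fluorogenic assay: 4 nM human alpha-glucosidase with 400 uM 4-methylumbelliferyl-alpha-D-pyranoside in 50 mM citrate/phosphate, 0.005% Tween-20, pH 5.0, 20 min at room temperature. Compounds tested up to 77 uM; AC50 from Hill fits.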
Active calls of the source: *; ? = inconclusive; / = not tested or not shown; & = joins results of further samples; [ ] = dose if it differs, or a comment. Unless noted, calls come from the whole dose curve; as a rule, active = well fitted curve in the direction sought with a large enough effect; inconclusive = small, poorly fitted or top-dose-only effect, or another doubt; inactive = no such curve, though single readings can be large; an effect the other way counts as inactive or inconclusive. Potency is the fitted concentration of half-maximal effect.

nr | SMILES | GoLoco inh red | aGlu spleen mod | GAA glycogen mod | IMPase Li cell | HTT aggregate | GAA inh | HTT ATP protect
1 | CCOC(=O)C1=C(C)NC(=O)NC1c1ccc(N(CC)CC)cc1 (centres undefined) | 4% | -4% | 21% | 16%[38.3 µM] | -11% | -4% | -9%
2 | CCOc1ccc(Nc2cc(=O)n(C)c(=O)n2C)cc1 | 2% | 0% | -22% | -24%[38.3 µM] | 11% | -2% | 8%
3 | CCOC(=O)c1cc2sccc2n1CC(=O)OC(C)C | -2% | -1% | -13% | 7%[38.3 µM] | -1%[9.22 µM] | 0% | 4%
4 | COC(=O)c1c(NC(=O)CCCC(=O)O)sc(C)c1C | -1% | -3% | -8% | 1%[38.3 µM] | -17% | 1% | -5%
5 | Cc1cccc(-n2cc[nH]c2=S)c1C | / | -6% | 6% | / | ? | 7% | -13%[10 µM]
6 | CN1CCSc2ccc(C(=O)Nc3ccc(Cl)cc3)cc21 | 2% | -3% | -8% | / | -25%[9.22 µM] | / | -25%[10 µM]
7 | COc1cc(-c2noc(C3CCCN(S(=O)(=O)c4cccc(Cl)c4)C3)n2)cc(OC)c1OC (centres undefined) | 8% | -20% | -4% | 21%[38.3 µM] | -3% | -8% | -29%
8 | COc1ccc(OC)c(Nc2nc(-c3cccc([N+](=O)[O-])c3)nc3ccccc23)c1 | 5% | 3% | 9% | -14%[38.3 µM] | -20% | -2% | -12%
9 | COc1ccc(CNC(=O)CN(Cc2ccc(F)cc2)C(=O)c2csnn2)cc1 | -17% | -1% | 4% | -1% | 5%[9.22 µM] | ? | -6%[10 µM]
10 | O=C(O)/C(=C/c1ccco1)c1ccccc1 | 5% | 5% | 18% | -2% | 17% | 9% | /
11 | COc1ccc(N2CCN(C(=O)CCS(=O)(=O)c3ccc(OC)cc3)CC2)cc1 | -7% | -9% | -3% | 3% | 4% | 2% | -9%
12 | C[N+](C)(C)CCOC(=O)CCC(=O)OCC[N+](C)(C)C | -26% | 4% | / | -1% | 17% | / | -23%
13 | Cc1ccc(SC/C(O)=C(\C#N)c2nc3ccccc3s2)cc1 | 2% | 4% | 2% | 30%[38.3 µM] | ? | -10% | 16%[1.9 µM]
14 | COc1ccc2c(c1)[nH]c1c(=O)n(/N=C/c3ccc(OC)c(CN4CCCC4)c3)cnc12 | 9% | 1% | 8% | / | 2%[9.22 µM] | / | 7%[10 µM]
15 | O=C(Nc1cccc(Cl)c1)C1C2CCC3C(CCC21)C3(Cl)Cl (centres undefined) | 0% | -4% | -2% | 15% | ? | -8% | -7%[10 µM]
16 | O=C(COC(=O)C1=COCCO1)Nc1ccc2c(c1)OCO2 | 9% | 1% | 1% | -14%[38.3 µM] | 14% | -5% | -3%[10 µM]
17 | Cc1ccccc1-n1c(SCC(=O)NCc2cccs2)nc2ccccc2c1=O | 4% | 8% | -22% | 9% | 24% | -8% | 19%[10 µM]
18 | O=C(CCc1nc2ccccc2s1)N1CCN(c2ccccc2)CC1 | 1% | -2% | -1% | 3% | 8% | -12% | 10%[10 µM]
19 | COC(=O)Cn1cnc2c(C#N)c3n(c2c1=O)CCCC3 | 13% | 0% | 10% | 20%[38.3 µM] | -3% | -7% | -3%
20 | CC(C)(C)c1nnc(SCC(=O)c2ccccc2)n(N)c1=O | -8% | -3% | -9% | 18% | 10% | -3% | /
21 | COC(=O)c1sccc1NC(=O)Cc1ccc(OC)c(OC)c1 | 2% | -7% | -6% | -3% | 20% | 6% | -17%[10 µM]
22 | Cc1cccc(-n2ncc3c(NCc4cccnc4)ncnc32)c1 | -12% | -2% | 3% | / | -11%[9.22 µM] | / | -28%[10 µM]
23 | CN(C)/C=N/C(=S)Nc1ccc(Cl)c(Cl)c1 | 18% | 2% | 6% | -3% | 18%[9.22 µM] | ? | 10%
24 | CCc1nc2ccc(C(=O)NCc3ccco3)cc2nc1CC | 4% | -1% | -2% | 28%[38.3 µM] | 12% | -5% | -12%
25 | Nn1cnnc1SCC(=O)Nc1ccc2c(c1)OCCO2 | -3% | -3% | 2% | 26%[38.3 µM] | 15% | 0% | -2%[1.9 µM]
26 | O=C1C=C(NCc2ccc(Cl)c(Cl)c2)C2(CCCCC2)O1 | 5% | -7% | -2% | 9%[38.3 µM] | ? | -4% | -29%
27 | CC1(OC(=O)C2CCCC2)C(=O)C=C2C=C(c3ccsc3)OC=C2C1=O (centres undefined) | 29%&93% | 3%&-12% | -1% | -2% | -14%[9.22 µM] | / | -52%[inhibitor]
28 | COc1ccc(NC(=O)CCOc2ccccc2)cc1 | -2% | 2% | -7% | 3%[38.3 µM] | 13% | -4% | -24%
29 | O=C(CC1C(=O)NCCN1Cc1c(F)cccc1Cl)NCCc1ccccn1 (centres undefined) | -3% | 1% | 0% | 5% | 14%[9.22 µM] | -13% | 11%[10 µM]
30 | CCN(CC)CCCN(C(C)=O)c1nc(-c2cc(OC)ccc2OC)cs1 | -1% | -2% | 2% | 30%[activator][38.3 µM] | -2% | -8% | -26%
31 | O=C(NC(=S)Nn1cnnc1)c1ccccc1Br | -19% | -2% | -2% | / | -18%[9.22 µM] | / | 15%[10 µM]
32 | O=C(NNS(=O)(=O)c1ccccc1F)c1sccc1-n1cccc1 | 3% | 2% | -25% | -8% | -8% | -2% | 4%
33 | O=S(=O)(/C=C/c1ccccc1)Oc1ccccc1 | 75% | -2% | -2% | 26%[38.3 µM] | -19% | -5% | 9%
34 | CCOC(=O)N1CCN(C(=O)CSCC(=O)Nc2nc(-c3ccc4c(c3)OCO4)cs2)CC1 | / | -2% | -8% | / | -9% | -4% | 1%
35 | COc1ccc(C(=O)NCCCN2CCCC2=O)cc1 | -9% | -6% | 3% | 8%[38.3 µM] | 11% | -4% | 23%
36 | CCC[N+](CC#CCO)(CC#Cc1ccccc1)CCC | 1% | -7% | 1% | / | 6%[9.22 µM] | / | 9%[10 µM]
37 | O=C1/C(=C\Nc2ccc(OC(F)(F)F)cc2)CCN1c1ncccn1 | 13% | -2% | 2% | 22%[38.3 µM] | 5% | -5% | 8%
38 | O=C(Cc1n[nH]c(=O)[nH]c1=O)N/N=C/c1ccccc1 | 0% | 5% | 3% | 8%[38.3 µM] | 6% | -2% | -7%
39 | CN1/C(=C\C=C2/C(=O)Oc3ccccc3C2=O)C(C)(C)c2ccccc21 | -186% | -5% | 9% | -5% | 7.9µM* | -4% | /
40 | Cc1cc(C)c(S(=O)(=O)NCCC2CCCN2C)c(C)c1 (centres undefined) | 5% | -22% | 6% | -6%[38.3 µM] | 11% | 3% | 8%
41 | C[C@@H](C(=O)NCc1ccccn1)[C@H]1C[C@]1(C)[C@H](NC(=O)OCc1ccccc1)c1ccccc1 | -8%&-2% | -5%&-1% | -19% | 1%&-1% | -19% | 5%[15.4 µM] | -4%
42 | Cc1ccc(-c2nn(-c3ccccc3)cc2C2CC(c3cccs3)=NN2C(=O)CCC(=O)O)cc1 (centres undefined) | 10% | -3% | -2% | 21%[38.3 µM] | -1%[9.22 µM] | -4% | 3%
43 | Cn1c(C(=O)NCCN2CCc3ccccc3C2)cc2c(=O)n(C)c3ccccc3c21 | 45%[activator] | -3% | 2% | 15%[38.3 µM] | 19% | ? | -39%[inhibitor]
44 | COc1ccc(C/C(C)=N/NC(=O)c2cccnc2)cc1 | 4% | -2% | -12% | -4% | 12% | 0% | -8%[1.9 µM]
45 | O=C(Nc1cnc2ccccn2c1=O)c1ccc(F)cc1 | 3% | -2% | 1% | 6%[38.3 µM] | -19% | 1% | -2%[10 µM]
46 | CCOC(=O)c1nn(-c2ccc(F)cc2)c2nc(-c3ccccc3)c(C#N)c(=O)n12 | 11% | -7% | 5% | 1% | 12% | ? | /
47 | CS(=O)(=O)Nc1cccc(-c2cc(Nc3ccccc3)ncn2)c1 | 7% | -6% | / | -11% | / | / | -50%[inhibitor]
48 | Cc1cc(S(=O)(=O)NC2CCCCC2)ccc1OCC(=O)N1CCOCC1 | 8% | -3% | 3% | 26%[38.3 µM] | -22% | -15% | 33%
49 | C=CCn1c(N)c(C(=O)NCC2CCCO2)c2nc3ccccc3nc21 (centres undefined) | / | ? | 1% | / | 12% | 11% | 3%
50 | C=CCNC(=O)C1CC(=O)N(c2ccc(OCC(=O)Nc3ccccc3)cc2)C1 (centres undefined) | -2% | -3% | 5% | 22%[38.3 µM] | -2% | -8% | -1%
51 | COc1ccccc1Nc1nnc(SCC(=O)N2CCCC2=O)s1 | 4% | -5% | 5% | -6%[38.3 µM] | -2% | -14% | 1%[10 µM]
52 | O=C(CCCCl)NC1=NN(c2ccccc2)C(=O)C1 | 1% | 2% | ? | 1% | 1% | -6% | 17%[1.9 µM]
53 | Cn1cccc1/C=C1\SC(=Nc2ccc(O)cc2)NC1=O | 55%[activator] | -1% | -11% | / | -26%[9.22 µM] | / | -78%[inhibitor][10 µM]
54 | O=C(Cn1nc(C(F)(F)F)c2c1CCC2)N1CCN(c2ccccc2)CC1 | -6% | 1% | 1% | 0%[38.3 µM] | 6%[9.22 µM] | -9% | 14%[10 µM]
55 | CCN(CC)c1ccc(/C=N/N2CCOCC2)c(O)c1 | 60%[activator] | -10% | -4% | 20% | -17% | -13% | 29%[0.074 µM]
56 | C[C@@H]1Oc2ccccc2C=C1/C=C/C(=O)O | 0% | 10% | / | 11% | / | / | ?
57 | CC(C)=NNC(=O)C1=NNC(=O)C1 | 8% | -3% | ? | / | 15%[9.22 µM] | / | 24%[10 µM]
58 | Cc1ccc(/C(N)=N/OC(=O)c2ccc(C)cc2Cl)cc1 | 5% | 1% | 6% | 3% | -17% | 1% | -14%[10 µM]
59 | O=[N+]([O-])c1ccccc1OCCCn1cnc2ccccc21 | -5% | -17% | -16% | 9% | -13% | ? | 13%[10 µM]
60 | Cc1ccc(S(=O)(=O)NCC(=O)OCC(=O)N2N=C(c3ccc(Cl)cc3)CC2c2ccco2)cc1C (centres undefined) | 13% | 2% | -10% | 0% | 4% | -13% | 17%[10 µM]
61 | Cc1cc(C)n(C(=O)c2ccc(NC(=O)C3CC3)cc2)n1 | 6% | -3% | 3% | 15%[38.3 µM] | 4% | 2% | -22%

Molecules listed so far containing a CF3 group, in the order listed:
nr | SMILES | GoLoco inh red | aGlu spleen mod | GAA glycogen mod | IMPase Li cell | HTT aggregate | GAA inh | HTT ATP protect
37 | O=C1/C(=C\Nc2ccc(OC(F)(F)F)cc2)CCN1c1ncccn1 | 13% | -2% | 2% | 22%[38.3 µM] | 5% | -5% | 8%
54 | O=C(Cn1nc(C(F)(F)F)c2c1CCC2)N1CCN(c2ccccc2)CC1 | -6% | 1% | 1% | 0%[38.3 µM] | 6%[9.22 µM] | -9% | 14%[10 µM]

Only part of the results is shown. The share of hits here may be higher or lower than overall.
